Screening data from PubChem BioAssay.
697 NFkB inh: inhibitors of PMA/ionomycin-induced NF-kB reporter, 697 cells, primary screen, B-cell NF-kB inhibitor project, cell-based, luminescence, uHTS | 697 B-cell NF-kB luciferase reporter, 16 h | inhibition, % at 4 µM | hit rate 0.33% among 330,000 | AID 435022, 2010; in the data active = inhibition above about 35%
Jurkat NFkB inh: inhibitors of induced NF-kB luciferase reporter, primary screen, TCR NF-kB activation inhibitor project, cell-based, luminescence, uHTS; hit rate 0.53% among 330,000; Jurkat, PMA/ionomycin-induced NF-kB luciferase reporter; inhibition, % at 4 µM; in the data active = inhibition above about 50%
Mdm2 MdmX PPI: inhibitors of human Mdm2-MdmX association, primary screen, cell-based, luminescence, split luciferase, SaOS-2, uHTS. SaOS-2 split-luciferase Mdm2/MdmX complementation. AID 485346, 2010. hit rate 3% among 330,000. inhibition, % at 8 µM;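 active = inhibition of at least 50% at 8 µM in the primary screen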
Target sequence (O15151 whole entry, looked up): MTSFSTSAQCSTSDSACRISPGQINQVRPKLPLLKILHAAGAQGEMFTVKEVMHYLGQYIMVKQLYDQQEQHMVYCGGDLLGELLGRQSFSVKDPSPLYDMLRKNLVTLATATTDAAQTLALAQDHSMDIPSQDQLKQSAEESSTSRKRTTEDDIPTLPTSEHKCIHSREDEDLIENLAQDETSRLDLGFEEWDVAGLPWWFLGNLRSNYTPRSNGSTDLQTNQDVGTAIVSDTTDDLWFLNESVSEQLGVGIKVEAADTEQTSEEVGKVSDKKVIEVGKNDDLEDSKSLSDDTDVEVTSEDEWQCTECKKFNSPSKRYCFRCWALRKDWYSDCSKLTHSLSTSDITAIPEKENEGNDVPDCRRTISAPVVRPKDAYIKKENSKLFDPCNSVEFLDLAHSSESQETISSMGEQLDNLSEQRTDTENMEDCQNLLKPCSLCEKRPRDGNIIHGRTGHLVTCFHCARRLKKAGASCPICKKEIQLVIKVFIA
Target sequence (Q00987 whole entry, looked up): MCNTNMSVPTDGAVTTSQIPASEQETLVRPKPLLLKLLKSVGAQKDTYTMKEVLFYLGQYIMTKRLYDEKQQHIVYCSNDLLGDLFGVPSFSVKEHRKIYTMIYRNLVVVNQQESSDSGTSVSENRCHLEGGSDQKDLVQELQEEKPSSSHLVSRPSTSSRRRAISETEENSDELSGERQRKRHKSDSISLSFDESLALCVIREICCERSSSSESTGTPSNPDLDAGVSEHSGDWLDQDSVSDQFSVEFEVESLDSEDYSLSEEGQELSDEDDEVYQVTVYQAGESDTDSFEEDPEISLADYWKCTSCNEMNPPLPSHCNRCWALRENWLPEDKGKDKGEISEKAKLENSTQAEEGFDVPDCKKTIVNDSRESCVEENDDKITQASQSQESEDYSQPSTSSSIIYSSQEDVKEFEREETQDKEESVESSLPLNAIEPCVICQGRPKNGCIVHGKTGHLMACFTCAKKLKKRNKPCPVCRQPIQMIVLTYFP
tim10-1 inh: growth inhibitors of tim10-1 mutant yeast, primary screen, luminescence, uHTS | S. cerevisiae tim10-1 ts strain growth, BacTiter-Glo, 24 h | inhibition, % at 20 µM | hit rate 2.2% among 330,000 | AID 463190, 2010;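 active = inhibition of at least 40%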;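 note: mutant grown at 25 °C; 0% = DMSO wells with yeast and 100% = wells holding no yeast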
tim23-1 inh: growth inhibitors of tim23-1 mutant yeast, primary screen, luminescence, uHTS | AID 463212, 2010 | inhibition, % at 20 µM | hit rate 1.3% among 330,000 | S. cerevisiae tim23-1 growth, BacTiter-Glo luminescence, 24 h;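 active = growth inhibition of the mutant yeast at or above 50%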;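 note: temperature-sensitive mutant grown at 25 °C; plate controls were DMSO-treated mutant yeast for no effect and medium wells lacking yeast for full effect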
XBP1 UPR activ: activators of adaptive XBP1 UPR arm, primary screen, cell-based, CHO-XBP1 luciferase reporter, luminescence, uHTS | IRE1-XBP1 UPR activation; percent of tunicamycin response, DMSO as zero | activation, % at 20 µM | hit rate 0.33% among 330,000 | AID 463104, 2010;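 active = versus positive control, 20 µM dose yields 30% or more activation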;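 note: 100% = tunicamycin at 10 µg/mL and 0% = DMSO only wells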
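incubation = overnight seeding at 37 °C, 6 h compound treatment at 37 °C | assay system = CHO-XBP1 cells stably carrying IRE1-XBP1-driven luciferase reporter | input = 1000 cells per well | detection = luciferase luminescence | dosing = single point, 20 µM final compound, 1% DMSO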
TIM10 inh: growth inhibitors of isogenic TIM10 control yeast, primary screen, counter-screen for tim10-1 yeast inhibitor project, luminescence, uHTS; S. cerevisiae TIM10 strain growth, BacTiter-Glo luminescence, 24 h; inhibition, % at 10 µM; hit rate 1.4% among 330,000;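 active = inhibition of 40% or more at the single tested concentration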;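 note: wild-type TIM10 isogenic control strain grown at permissive 25 °C; 0% = DMSO yeast wells and 100% = minimal medium wells without yeast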
UPR CHOP act: activators of apoptotic CHOP UPR arm, primary screen, cell-based, CHO-CHOP luciferase reporter, luminescence, uHTS; UPR activation; percent of tunicamycin response over DMSO baseline; activation, % at 10 µM; hit rate 0.34% among 330,000;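 active = at 10 µM dose, activation of 40% or more, normalized to positive control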;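 note: 100% = tunicamycin at 10 µg/mL and 0% = DMSO alone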
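System: CHO-CHOP luciferase reporter cell line; amount: 500 cells/well; buffer or medium: F12 medium containing 10% fetal bovine serum; incubation: 6 h compound exposure at 37 °C after overnight seeding; measured by: luciferase luminescence after 10 min with Steady-Glo reagent; evaluation: % reporter activation, DMSO baseline versus tunicamycin full activation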
Numbers without * were called inactive.

SMILES	697 NFkB inh	Jurkat NFkB inh	Mdm2 MdmX PPI	tim10-1 inh	tim23-1 inh	XBP1 UPR activ	TIM10 inh	UPR CHOP act
CN1CCN(CCCc2c3c(cc4c2CCC4)CCC3)CC1	-10.2	-5.7	18.5	7.0	-0.3	0.6	7.9	0.2
O=C(NNC(=S)Nc1ccccc1)c1ccc2ncccc2c1	-51.4	-80.9	-22.0	18.1	15.2	0.6	17.5	0.5
CSc1ccc(-c2nc(CN3CCCCC3c3cccnc3)c(C)o2)cc1 (stereo unspecified)	7.4	-1.5	12.5	-4.6	16.1	0.3	-4.2	-1.5
Cc1ccc(S(=O)(=O)Nc2c(O)c3ccccc3oc2=O)cc1C	0.9	4.4	-13.2	5.1	11.1	-3.0	-12.4	-1.4
COc1ccc(S(=O)(=O)Nc2ccc(-c3ccc(N4CCCC4)nn3)cc2)cc1C	-14.5	20.0	1.8	-14.9	-1.0	0.8	-4.9	1.8
Cc1cccc(C(=O)NC2CCCCCCC2)c1	-63.5	-53.0	-48.2	-1.1	23.0	0.6	25.5	4.2
O=[N+]([O-])c1cccc(S(=O)(=O)NCCc2cn3ccccc3n2)c1	5.9	9.2	-8.7	11.9	4.3	2.9	-3.3	0.1
CCOCc1cn(CC(=O)c2ccc([N+](=O)[O-])cc2)c(C)nc1=N	2.9	-20.4	-20.8	4.7	6.7	-7.8	6.7	-1.2
CCc1ccc(-c2cc(C(=O)N/N=C/c3ccccn3)[nH]n2)cc1	-41.1	-12.7	6.3	-26.2	-5.5	8.9	8.3	3.0
O=C(Nc1ccccc1)Nc1cccc(NC(=O)Nc2ccccc2)c1F	-5.8	-9.6	15.5	-5.6	-14.1	1.4	-5.7	3.4
COc1cccc(CNC(=O)COC(=O)c2nc(Cl)c(Cl)c(Cl)c2Cl)c1	-6.9	8.4	26.2	55.6*	60.3*	-0.5	37.3	1.1
O=C(COc1ccc(-n2cnnn2)cc1)Nc1ccc(F)cc1	6.7	11.0	16.9	-9.6	-0.8	-1.8	5.3	0.8
Nc1nc(-c2cccnc2)nn1S(=O)(=O)c1ccccc1	8.9	-10.5	-21.9	15.6	14.7	0.9	-5.7	2.1
COC(=O)CSc1nc2cc(C)cc(C)c2cc1C#N	15.1	-60.6	-117.6	23.5	12.5	2.8	19.1	6.4
O=C(CNC(=O)c1ccccc1F)NC1CC1	21.2	-3.5	-6.2	0.2	5.6	0.9	5.4	4.7
CN(C)c1ccc(C2CC(c3cccc(NS(C)(=O)=O)c3)=NN2C(=O)c2ccccc2)cc1 (stereo unspecified)	6.5	-13.2	1.8	5.3	9.9	-0.8	-6.3	1.0
Cc1cc(Br)ccc1NC(=O)CSc1nnc(CN2CCOCC2)n1C	6.6	10.9	-15.2	-10.5	-1.4	-1.9	2.8	1.6
C=CCNc1nc(NCCN2CCOCC2)nc(N2CCOCC2)n1	-19.2	-23.1	-13.2	9.1	5.6	-3.1	-7.2	-0.3
CCOc1ccc(/C=N/NC(=O)c2ccccc2O)cc1CN1CC2CC(C1)c1cccc(=O)n1C2 (stereo unspecified)	6.8	3.0	18.3	16.8	25.9	1.9	5.4	4.0
O=C(c1ccc(NS(=O)(=O)c2ccc3[nH]c(=O)[nH]c3c2)cc1)N1CCCC(C(F)(F)F)C1 (stereo unspecified)	3.6	13.2	-2.9	-13.3	-0.2	0.1	-9.2	1.1
Cc1cc(=O)[nH]c2nnc(-c3ccc(Br)cc3)n12	-79.1	-23.9	-42.1	4.8	6.8	-5.9	1.6	0.6
CCc1nn(CC(=O)NCCCc2ccccc2)c(=O)c2cc3c(OC)cccc3n12	3.7	-2.8	11.0	19.3	9.5	-6.1	3.0	0.2
COCCNC(=O)NC12CC3(C)CC(C)(CC(C)(C3)C1)C2	10.7	0.4	-10.2	27.0	30.3	-0.6	18.1	-3.2
Cc1nn2c(N3CCCC3)cc(C(C)C)nc2c1-c1ccccc1	-7.2	-4.3	34.7	27.7	21.3	-2.3	14.2	0.4
O=C(CN1C(=O)NC2(CCCc3ccccc32)C1=O)NC1CCCCC1 (stereo unspecified)	13.3	7.8	-33.5	-5.3	-1.8	-0.6	0.3	-0.7

2 entries picked at random from the list so far, as already listed:
SMILES	697 NFkB inh	Jurkat NFkB inh	Mdm2 MdmX PPI	tim10-1 inh	tim23-1 inh	XBP1 UPR activ	TIM10 inh	UPR CHOP act
O=C(CNC(=O)c1ccccc1F)NC1CC1	21.2	-3.5	-6.2	0.2	5.6	0.9	5.4	4.7
Cc1cc(=O)[nH]c2nnc(-c3ccc(Br)cc3)n12	-79.1	-23.9	-42.1	4.8	6.8	-5.9	1.6	0.6

Later entries
SMILES	697 NFkB inh	Jurkat NFkB inh	Mdm2 MdmX PPI	tim10-1 inh	tim23-1 inh	XBP1 UPR activ	TIM10 inh	UPR CHOP act
CC1CN(c2cc(=O)n(-c3ccccc3)c(=O)[nH]2)CC(C)O1 (stereo unspecified)	13.6	-0.2	-4.5	-2.1	6.4	-0.1	1.9	-0.5
Cc1nn(-c2ccc(N3CCOCC3)nn2)c(C)c1CCC(=O)NCc1ccccc1	7.1	3.0	-12.0	21.7	4.6	-4.3	-1.4	2.2
O=C(c1ccc([N+](=O)[O-])cc1)N1CCSC1c1ccccc1 (stereo unspecified)	14.5	3.5	-3.5	-0.2	10.6	-2.0	10.2	-0.6
COc1cccc(NC(=O)CC2C(=O)NC3CCCCC3N2C(=O)c2ccc(F)cc2)c1 (stereo unspecified)	10.5	11.5	15.4	-5.6	-6.1	1.1	-0.1	-1.4
Cn1cc(/C=C/C(=O)N2CCCC(C(=O)c3cccc4ccccc34)C2)cn1 (stereo unspecified)	20.2	1.4	2.2	13.7	14.2	1.8	-8.0	3.9
O=C(c1ccc(Cn2c(=S)[nH]c3ccc(Br)cc3c2=O)cc1)N1CCN(C2CCCCC2)CC1	12.2	1.5	33.5	7.2	21.0	-3.0	8.0	-3.0
O=C(CCc1nc(-c2cccs2)no1)NCc1ccc(F)cc1Cl	-13.3	-15.1	-2.2	12.7	25.3	0.7	12.8	2.4
COc1cccc(C(=O)C2CCCN(C(=O)c3ccccn3)C2)c1 (stereo unspecified)	-0.6	-1.9	-13.2	16.9	11.0	-3.7	-2.1	1.1
CC(Sc1nc(-c2ccc(F)cc2)cs1)C(=O)Nc1ccc(Cl)cn1 (stereo unspecified)	-1.3	8.3	-1.0	10.1	12.8	-0.9	4.9	0.4
Cc1cc(C)c2c(=O)n(CC(=O)NCCCN3CCN(c4ccccc4F)CC3)sc2n1	21.1	10.8	13.6	32.8	2.8	26.9	-5.9	16.4
Cc1ccc([N+](=O)[O-])c(OCCCNCC(C)O)c1 (stereo unspecified)	17.6	-7.0	5.7	2.1	17.3	-2.9	6.9	1.8
COc1ccc(-n2nc(C(=O)NCC(=O)N3CCN(C)CC3)c3ccccc3c2=O)cc1	10.9	1.1	-15.4	0.4	-3.2	-1.9	-4.8	-0.3
COc1cc(OC)cc(C(=O)N2CCC(C(=O)Nc3ccc4c(c3)OCCO4)CC2)c1	23.6	-2.1	-5.3	0.3	1.9	-5.8	5.3	-1.8
CCCN(Cc1cc2cccc(C)c2[nH]c1=O)C(=O)c1cccc(OC)c1	13.7	10.6	20.7	18.1	17.1	-4.7	2.0	-1.7
N#Cc1ccc(NC(=O)CCc2nc3ccccc3s2)cc1	-0.6	-3.8	29.8	6.3	2.3	-1.0	3.9	1.0
CCc1nc(SCC(=O)O)c2c3c(sc2n1)COC(C)(C)C3	0.8	-4.6	-11.6	11.3	10.0	-3.6	-8.5	-0.8
CCOc1ccccc1N(CC(=O)Nc1ccccc1C(=O)N1CCCC1)S(C)(=O)=O	15.9	2.1	14.8	-9.5	4.7	-0.8	-2.4	1.1
CCOc1ccc2nnc(-c3ccc(Br)cc3)n2n1	-6.5	-24.9	25.7	24.2	7.2	6.3	1.9	-0.3
Cc1cc(-c2ccccc2)nc2oc(C(=O)NN)c(N)c12	10.3	13.3	26.0	16.6	26.7	-3.8	17.1	2.2
CN1CCN(c2ccc(NC(=O)c3ccc4c(c3)OCCO4)cc2)CC1	-65.4	-87.8	-0.2	-5.1	9.9	0.3	-10.1	1.8
CN(C)CCCN(C(=O)CCS(=O)(=O)c1ccccc1)c1nc2cc3c(cc2s1)OCO3	15.8	27.7	66.0*	26.2	16.6	-6.3	23.9	-4.9
COc1ccc(C(=O)OCC(=O)Nc2c(C)cccc2C)cc1	-17.3	-18.9	-7.2	14.9	3.0	-3.0	-11.3	0.4
CCOc1ccc(C2CC(c3ccccc3C)n3nc(N)nc3N2)cc1 (stereo unspecified)	10.9	7.9	-14.5	13.8	1.8	-0.4	5.4	-0.6
COc1cc(C)nc(N2CCCC(C(=O)Nc3cccc(Cl)c3C)C2)n1 (stereo unspecified)	-18.7	-9.5	21.1	27.6	-15.9	2.3	19.8	-0.8
COc1ccc(C2Nc3ccccc3C(=O)N2Cc2ccccc2)cc1 (stereo unspecified)	-2.5	-11.3	5.1	7.2	11.3	-3.0	18.2	2.6

Sorted by value in 697 NFkB inh (smallest number first): some entries from above.
Compound	697 NFkB inh
CN1CCN(c2ccc(NC(=O)c3ccc4c(c3)OCCO4)cc2)CC1	-65.4
CCOc1ccc2nnc(-c3ccc(Br)cc3)n2n1	-6.5
CN(C)CCCN(C(=O)CCS(=O)(=O)c1ccccc1)c1nc2cc3c(cc2s1)OCO3	15.8
COc1cc(OC)cc(C(=O)N2CCC(C(=O)Nc3ccc4c(c3)OCCO4)CC2)c1	23.6

Further structures
SMILES	697 NFkB inh	Jurkat NFkB inh	Mdm2 MdmX PPI	tim10-1 inh	tim23-1 inh	XBP1 UPR activ	TIM10 inh	UPR CHOP act
COC(=O)c1ccccc1NC(=O)CN1CCN(Cc2ccccc2)CC1	-0.5	-26.0	13.1	24.5	18.2	-2.4	-8.5	-2.1
COc1ccc(CCc2nc(-c3ccc(-n4cccc4)cc3)no2)cc1	13.8	4.1	15.9	-2.1	-2.1	-2.4	-4.0	-3.2
Cn1c(-c2sccc2OCc2ccccc2)n[nH]c1=S	-3.2	13.0	2.6	50.0*	10.2	-2.7	9.1	3.4
O=C(COc1ccccc1)N1CCN=C1SCc1ccccc1F	-4.8	4.1	-14.9	-1.6	10.6	1.3	-15.4	1.1
COc1cc(OC)cc(C(=O)OCC(=O)NC(c2ccccc2)c2ccccc2)c1	11.4	-1.4	2.1	2.0	4.3	1.3	-4.2	0.8
CCc1ccc(NC(=O)COC(=O)C2(c3ccc(Cl)cc3)CCCC2)cc1	6.1	-13.3	8.6	3.4	8.9	-1.5	6.8	1.4
O=C(Nc1ccc(-c2noc(CCc3ccccc3)n2)cc1)c1cccnc1	-6.8	8.1	21.3	-1.6	35.8	-0.9	8.1	12.0
Cc1ccc(C)c(NC(=O)CSc2c(C)n[nH]c2C)c1	-10.3	-12.1	-3.0	-9.6	5.7	-0.3	-10.3	0.3
COc1ccc(-c2oc(=O)c3cc(OC)c(OC)cc3c2-c2cc(F)cc(OC)c2)cc1	12.7	-11.4	34.1	15.0	1.3	-0.1	2.3	0.6
C=CCn1cc(C(=O)OC)c(=O)c2cc(S(=O)(=O)N3CCCCCC3)ccc21	4.1	12.3	-17.0	-5.3	-0.6	-4.2	-0.7	1.0
COc1ccc(-c2ccc3ccccc3n2)cc1OC	-142.4	-131.9	-161.1	16.7	12.6	9.7	28.7	3.6
